# Compound activity deposited in PubChem by Broad Institute.
# Mtb BioA inh = inhibitors of Mycobacterium tuberculosis BioA enzyme. hit rate 0.096% among 360,000. purified M. tuberculosis BioA enzyme, plate reader. inhibition, % at 9.99 µM; in the data active means inhibition above about 40%
# An asterisk follows results filed as active. These rows are one share of the data; the hit share may differ from the screen's.
No. | mol | Mtb BioA inh
1 | CO[C@H]1CN(C)C(=O)c2ccc(NC(=O)c3ccccc3F)cc2OC[C@H](C)N(C(C)=O)C[C@@H]1C | -1.5
2 | CNC[C@@H]1OCCCC[C@@H](C)Oc2ccc(NS(=O)(=O)c3cn(C)cn3)cc2C(=O)N([C@H](C)CO)C[C@@H]1C | -1.6
3 | C[C@@H]1CN([C@H](C)CO)C(=O)c2cc(NC(=O)Nc3cccc4ccccc34)ccc2O[C@@H]1CN(C)Cc1ccncc1 | 0.6
4 | CN1c2ccc(-c3ccc(C#N)cc3)cc2[C@@H]2[C@@H](CCN2C(=O)Nc2ccccc2F)[C@@H]1CO | -0.2
5 | COc1ccc(S(=O)(=O)Nc2cccc3c2O[C@H](CN(C)S(=O)(=O)c2ccc(C)cc2)[C@H](C)CN([C@@H](C)CO)C3=O)cc1 | -2.1
6 | C[C@@H]1CCCCO[C@H](CN(C)S(=O)(=O)c2cccs2)[C@H](C)CN([C@@H](C)CO)C(=O)c2cc(NC(=O)C3CCCCC3)ccc2O1 | 3.4
7 | O=C(NC[C@H]1N[C@H](CO)[C@@H]1c1ccc(-c2ccccc2)cc1)c1cccc(F)c1 | -14
8 | Cc1ccc(S(=O)(=O)Nc2ccc3c(c2)C(=O)N([C@H](C)CO)C[C@@H](C)[C@H](CN(C)S(C)(=O)=O)OCCCC[C@@H](C)O3)cc1 | 3.4
9 | O=C(N[C@H]1C=C[C@@H](CC(=O)N2CCOCC2)O[C@@H]1CO)c1cccc(F)c1 | -1.3
10 | CCC(=O)N[C@@H]1CC[C@H](CC(=O)NCC2CCCCC2)O[C@@H]1CO | -2.2
11 | COc1ccc(CN(C)C[C@H]2Oc3ccc(NC(=O)C4CC4)cc3C(=O)N([C@H](C)CO)C[C@H]2C)cc1 | -5.1
12 | Cc1noc(C)c1NC(=O)Nc1cccc2c1O[C@@H](CN(C)S(=O)(=O)c1cccs1)[C@@H](C)CN([C@@H](C)CO)C2=O | -0.2
13 | Cc1noc(C)c1S(=O)(=O)Nc1ccc2c(c1)C(=O)N([C@@H](C)CO)C[C@H](C)[C@H](CN(C)S(=O)(=O)c1ccc(F)cc1)OCCCC[C@@H](C)O2 | -0.3
14 | C[C@@H]1CCCCO[C@@H](CN(C)C(=O)c2ccccc2)[C@H](C)CN([C@@H](C)CO)C(=O)c2cc(NS(=O)(=O)c3ccc(F)cc3)ccc2O1 | 1.1
15 | C[C@H](CO)N1C[C@H](C)[C@H](CN(C)S(=O)(=O)c2cn(C)cn2)Oc2ccc(NC(=O)Cc3ccccc3)cc2C1=O | 0.7
16 | COc1ccc(NC(=O)Nc2ccc3c(c2)C(=O)N([C@@H](C)CO)C[C@@H](C)[C@H](CN(C)S(=O)(=O)c2c(C)noc2C)OCCCC[C@@H](C)O3)cc1 | -2.0
17 | CN1C(=O)c2cc(NC(=O)c3cccc(C#N)c3)ccc2OC[C@H]2O[C@@H](CC(=O)NCCN3CCCC3)CC[C@@H]21 | -0.4
18 | CCCN1C[C@@H](C)[C@H](OC)CN(C)C(=O)c2cc(NS(C)(=O)=O)ccc2OC[C@@H]1C | -1.1
19 | OC[C@H]1[C@H](c2ccc(-c3ccc(F)cc3)cc2)[C@@H]2CN(Cc3ccncc3)CCCCN12 | -2.8
20 | C[C@H](CO)N1C[C@H](C)[C@H](CN(C)C(=O)Nc2ccccc2C(F)(F)F)OCc2ccccc2-c2ccccc2C1=O | 1.6
21 | CNC[C@@H]1Oc2c(NC(=O)Nc3ccc4c(c3)OCO4)cccc2C(=O)N([C@H](C)CO)C[C@H]1C | 0.6
22 | O=C(Nc1ccc2c(c1)OCO2)N[C@H]1CC[C@@H](CCNC(=O)C2CCCC2)O[C@H]1CO | 2.9
23 | CCS(=O)(=O)N1CCCCN2[C@H](C1)[C@H](c1ccc(-c3ccc(C#N)cc3)cc1)[C@@H]2CO | -1.8
24 | COc1ccc(S(=O)(=O)Nc2ccc3c(c2)CC(=O)N([C@@H](C)CO)C[C@@H](C)[C@@H](CN(C)S(=O)(=O)c2ccc(Cl)cc2)O3)cc1 | 1.3
25 | C[C@@H]1CN([C@@H](C)CO)C(=O)c2cc(NC(=O)Cc3cn(C)c4ccccc34)ccc2O[C@@H]1CN(C)C(=O)Nc1ccc(C(F)(F)F)cc1 | -2.1
26 | CS(=O)(=O)Nc1ccc2c(c1)[C@@H]1C[C@H](CC(=O)NCc3ccccc3F)O[C@H](CO)[C@@H]1O2 | -0.1
27 | C[C@H]1CN([C@@H](C)CO)C(=O)c2cc(NS(=O)(=O)c3ccccc3)ccc2O[C@@H]1CN(C)Cc1ccccc1 | -2.1
28 | C[C@@H]1CN([C@H](C)CO)C(=O)c2cc(NC(=O)c3ccncc3)ccc2O[C@@H](C)CCCCO[C@@H]1CN(C)Cc1ccc2c(c1)OCO2 | 0.2
29 | C[C@H]1CN([C@@H](C)CO)C(=O)c2cc(-c3cccc(F)c3)cnc2O[C@H]1CN(C)Cc1cncnc1 | -2.1
30 | CC=Cc1ccc2n(c1=O)C[C@@H]1[C@@H](CO)[C@H](C(=O)NCCOC)[C@H]2N1Cc1nccs1 (mixture of isomers) | -2.1

# Exported as labelled records: 2 of the compounds above
[13] Cc1noc(C)c1S(=O)(=O)Nc1ccc2c(c1)C(=O)N([C@@H](C)CO)C[C@H](C)[C@H](CN(C)S(=O)(=O)c1ccc(F)cc1)OCCCC[C@@H](C)O2
  Mtb BioA inh: -0.3
[2] CNC[C@@H]1OCCCC[C@@H](C)Oc2ccc(NS(=O)(=O)c3cn(C)cn3)cc2C(=O)N([C@H](C)CO)C[C@@H]1C
  Mtb BioA inh: -1.6

# 5 entries drawn at random from those above:
No. | mol | Mtb BioA inh
11 | COc1ccc(CN(C)C[C@H]2Oc3ccc(NC(=O)C4CC4)cc3C(=O)N([C@H](C)CO)C[C@H]2C)cc1 | -5.1
12 | Cc1noc(C)c1NC(=O)Nc1cccc2c1O[C@@H](CN(C)S(=O)(=O)c1cccs1)[C@@H](C)CN([C@@H](C)CO)C2=O | -0.2
27 | C[C@H]1CN([C@@H](C)CO)C(=O)c2cc(NS(=O)(=O)c3ccccc3)ccc2O[C@@H]1CN(C)Cc1ccccc1 | -2.1
18 | CCCN1C[C@@H](C)[C@H](OC)CN(C)C(=O)c2cc(NS(C)(=O)=O)ccc2OC[C@@H]1C | -1.1
20 | C[C@H](CO)N1C[C@H](C)[C@H](CN(C)C(=O)Nc2ccccc2C(F)(F)F)OCc2ccccc2-c2ccccc2C1=O | 1.6

# New compounds follow.
No. | mol | Mtb BioA inh
31 | CO[C@H]1CN(C)C(=O)c2ccc(NC(=O)c3ccccc3)cc2OC[C@H](C)N(C)C[C@H]1C | 0.0
32 | COc1ccc(S(=O)(=O)Nc2ccc3c(c2)C(=O)N([C@@H](C)CO)C[C@@H](C)[C@@H](CN(C)C(=O)CCC(F)(F)F)OCCCC[C@H](C)O3)cc1 | 0.3
33 | Cc1noc(C)c1S(=O)(=O)Nc1ccc2c(c1)CC(=O)N([C@H](C)CO)C[C@@H](C)[C@@H](CN(C)S(=O)(=O)c1c(C)noc1C)O2 | -1.9
34 | COc1ccc(NC(=O)Nc2ccc3c(c2)CC(=O)N([C@@H](C)CO)C[C@@H](C)[C@@H](CN(C)Cc2ccc(Cl)c(Cl)c2)O3)cc1 | -2.0
35 | COc1ccccc1CNC(=O)C[C@H]1CC[C@H]2[C@@H](COc3ccc(NC(C)=O)cc3C(=O)N2C)O1 | -0.2
36 | CO[C@H]1CN(C)C(=O)c2cc(NC(=O)Nc3ccccc3F)ccc2OC[C@H](C)NC[C@H]1C | -1.6
37 | COc1ccc(S(=O)(=O)N(C)C[C@H]2Oc3c(NC(=O)NC4CCCCC4)cccc3C(=O)N([C@H](C)CO)C[C@H]2C)cc1 | 1.4
38 | O=C(CN1CCOCC1)N1[C@@H]2CNc3ccccc3[C@@H]2[C@@H]1CO | 1.0
39 | COc1ccccc1CN1C[C@H](C)[C@H](OC)CN(C)C(=O)c2cc(NC(C)=O)ccc2OC[C@H]1C | 0.3
40 | CC(C)C#Cc1ccc2c(c1)O[C@H](CN(C)Cc1ccccc1)[C@H](C)CN([C@@H](C)CO)S2(=O)=O | 1.0
41 | C[C@@H]1CN([C@H](C)CO)C(=O)c2cc(NC(=O)CCC(F)(F)F)ccc2O[C@@H](C)CCCCO[C@@H]1CN(C)Cc1ccc(Cl)c(Cl)c1 | -1.7
42 | C[C@@H]1CN([C@@H](C)CO)C(=O)Cc2cc(NS(C)(=O)=O)ccc2O[C@@H]1CN(C)Cc1ccc2c(c1)OCO2 | 0.4
43 | C[C@H](CO)N1C[C@H](C)[C@@H](CN(C)S(=O)(=O)c2ccccc2)Oc2c(NC(=O)c3nc4ccccc4s3)cccc2C1=O | -1.2
44 | C[C@@H]1CN([C@H](C)CO)C(=O)c2cccc(NS(C)(=O)=O)c2O[C@H]1CN(C)C(=O)Nc1ccc2c(c1)OCO2 | 0.1
45 | C[C@H](CO)N1C[C@H](C)[C@@H](CN(C)S(=O)(=O)c2ccc(Cl)cc2)Oc2ccc(NC(=O)Nc3ccc4c(c3)OCO4)cc2CC1=O | 3.9
46 | C[C@@H]1CCCCO[C@H](CN(C)CC2CC2)[C@@H](C)CN([C@H](C)CO)C(=O)c2cc(NC(=O)Nc3ccccc3)ccc2O1 | -1.0
47 | CO[C@H](CN(C)Cc1cc(F)ccc1F)[C@H](C)CN([C@@H](C)CO)S(=O)(=O)c1ccc(C)cc1 | 0.3
48 | COc1ccccc1CNC(=O)C[C@H]1C=C[C@H](NC(=O)CN(C)C)[C@@H](CO)O1 | -0.6
49 | CC(C)C#Cc1cnc2c(c1)C(=O)N([C@@H](C)CO)C[C@@H](C)[C@H](CN(C)C(=O)Cc1ccncc1)O2 | -0.2
50 | CC(C)C#Cc1ccc2c(c1)O[C@@H](CN(C)CC1CCCC1)[C@H](C)CN([C@H](C)CO)S2(=O)=O | 0.0
51 | CN1CCN(C(=O)C[C@@H]2C[C@H]3c4cc(NC(=O)Cc5ccncc5)ccc4O[C@H]3[C@@H](CO)O2)CC1 | 0.1
52 | CO[C@@H]1CN(C)C(=O)c2cc(NS(=O)(=O)c3ccccc3)ccc2OC[C@@H](C)N(Cc2cccnc2)C[C@@H]1C | -1.8
53 | C[C@@H]1CN([C@@H](C)CO)C(=O)Cc2cc(NC(=O)c3ccncc3)ccc2O[C@H]1CN(C)C(=O)Nc1cccc2ccccc12 | 0.4
54 | COc1ccc(NC(=O)N(C)C[C@H]2Oc3c(NC(=O)NC(C)C)cccc3C(=O)N([C@@H](C)CO)C[C@@H]2C)cc1 | -3.2
55 | CN1[C@@H]2c3ccc(-c4ccccc4F)c(=O)n3C[C@@H]2[C@@H](CO)[C@@H]1C(=O)NCc1ccncc1 | -0.5
56 | CC(C)NC(=O)N(C)C[C@@H]1Oc2cc(C#Cc3ccccn3)ccc2S(=O)(=O)N([C@H](C)CO)C[C@@H]1C | 0.1
57 | O=C(C[C@@H]1CC[C@H]2[C@@H](COC[C@H](O)CN2Cc2ccc(Oc3ccccc3)cc2)O1)N1CCN(c2ccccc2)CC1 | -1.4
58 | C[C@H]1CN([C@@H](C)CO)C(=O)c2cc(NC(=O)NC3CCCCC3)ccc2O[C@@H]1CN(C)S(=O)(=O)c1ccc(F)cc1 | -0.9
59 | C[C@H]1CN([C@@H](C)CO)S(=O)(=O)c2ccc(-c3ccc(F)cc3)cc2O[C@H]1CN(C)CC1CC1 | 0.2
60 | O=C(NCC[C@H]1CC[C@H](NS(=O)(=O)c2cccc(Cl)c2)[C@@H](CO)O1)c1cnccn1 | -2.1
61 | O=C(Cc1ccccn1)NCC[C@H]1CC[C@@H](NC(=O)Nc2ccccc2)[C@H](CO)O1 | -0.3
62 | C[C@H](CO)N1C[C@H](C)[C@@H](CN(C)Cc2ccc3c(c2)OCO3)Oc2ccc(NS(=O)(=O)c3cccs3)cc2C1=O | 0.9
63 | O=C(c1ccccc1)N1CC[C@@H]2[C@@H](CO)Nc3ccc(-c4ccc(F)cc4)cc3[C@@H]21 | 1.7
64 | C[C@@H]1CN([C@H](C)CO)C(=O)c2cc(C#CC3(O)CCCC3)cnc2O[C@H]1CN(C)C | -2.2
65 | N#C[C@@H]1N[C@H](CO)[C@H]1c1ccc(C2=CCCC2)cc1 | -2.2
66 | CC(=O)N(C)C[C@@H]1Oc2cc(-c3ccc(C)cc3)ccc2S(=O)(=O)N([C@H](C)CO)C[C@H]1C | 2.4
67 | COc1ccccc1-c1cnc2c(c1)C(=O)N([C@@H](C)CO)C[C@@H](C)[C@@H](CN(C)Cc1cccnc1)O2 | 2.1
68 | Cc1ccc(S(=O)(=O)Nc2ccc3c(c2)C(=O)N([C@@H](C)CO)C[C@@H](C)[C@H](CN(C)S(=O)(=O)c2cccs2)O3)cc1 | 2.5
69 | CN1C(=O)c2cc(NC(=O)Cc3ccccc3)ccc2OC[C@@H]2O[C@H](CC(=O)NC3CCC3)CC[C@@H]21 | 11
70 | C[C@@H]1CN([C@@H](C)CO)C(=O)c2cccc(NC(=O)C3CC3)c2O[C@H]1CN(C)C(=O)NC1CCCCC1 | 0.4
71 | C[C@H](CO)N1C[C@H](C)[C@@H](CN(C)Cc2ccc(C(=O)Nc3ccccc3N)cc2)Oc2c(NC(=O)C3CCOCC3)cccc2C1=O | -0.4
72 | Cc1ccc(S(=O)(=O)Nc2ccc3c(c2)C(=O)N([C@@H](C)CO)C[C@H](C)[C@@H](CN(C)CC2CCCCC2)O3)cc1 | 1.1
73 | CN(C)CCCNC(=O)[C@@H]1[C@@H](CO)[C@@H]2Cn3c(ccc(-c4ccc(F)cc4)c3=O)[C@H]1N2C | -1.5
74 | CNC[C@@H]1OCCCC[C@H](C)Oc2ccc(NS(=O)(=O)c3cn(C)cn3)cc2C(=O)N([C@H](C)CO)C[C@@H]1C | -0.6
75 | Cc1noc(C)c1S(=O)(=O)Nc1ccc2c(c1)CC(=O)N([C@@H](C)CO)C[C@@H](C)[C@@H](CN(C)S(=O)(=O)c1ccc(F)cc1)O2 | 2.3
76 | C[C@@H]1CCCCO[C@@H](CN(C)Cc2ccc(C(=O)O)cc2)[C@H](C)CN([C@H](C)CO)C(=O)c2cc(NC(=O)c3ccccc3)ccc2O1 | 0.7
77 | C[C@H](CO)N1C[C@H](C)[C@H](CN(C)C(=O)Oc2ccc3ccccc3c2)OCc2cn(nn2)CCCC1=O | 0.8
78 | COc1ccc(S(=O)(=O)Nc2ccc3c(c2)C(=O)N([C@H](C)CO)C[C@H](C)[C@@H](CN(C)Cc2ccc(Oc4ccccc4)cc2)O3)cc1 | 1.7
79 | COc1ccc(C#Cc2ccc([C@H]3[C@@H](CO)N4CCCCN(C(=O)Nc5ccccc5F)C[C@@H]34)cc2)cc1 | 3.6
